Bioassay records (PubChem BioAssay)
IDE cell inh: cellular human IDE inhibition | P14735 | HEK cells, FAbetaB cleavage, fluorescence polarization | inhibition, % at 5.59 µM | 320,000 compounds, 0.41% hits | AID 434962;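 active = percent inhibition above the average of all tested compounds plus 3 SD, set per screening campaign, cut at about 16% in these data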;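 note: IDE supplied by intact live HEK cells; FP after avidin binding of uncleaved biotin substrate so inhibition keeps polarization high; 0% = DMSO wells and 100% = 60 µM reference IDE inhibitor Ii1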
IDE cell activ: IDE (human) activation, cell-based | P14735 | HEK cells, FAbeta-B cleavage, fluorescence polarization; 0% vehicle, 100% cell-free pure enzyme wells | activation, % at 5.96 µM | 340,000 compounds, 0.073% hits | AID 493087;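 active = activation above the mean of all tested compounds plus 3 SD, set per screening campaign, cut at about 17% in these data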
NALP1 inh: NALP1 inhibition | 280,000 compounds, 0.61% hits | inhibition, % at 10 µM | S. cerevisiae NALP1/ASC/caspase-1 growth, X-gal OD620, 72 h; in the data active = inhibition mostly above about 24%, no sharp cut-off; inactive = mostly below about 32%; note: some compounds called inactive have numbers as strong as hits
M18AAP inhibitor: blocks P. falciparum M18 aspartyl aminopeptidase; AID 1822; 290,000 compounds, 1.2% hits; recombinant PfM18AAP, H-Glu-NHMec fluorogenic cleavage; inhibition, % at 7.35 µM;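 active = inhibition above the campaign mean inhibition over all tested compounds plus 3 SD, cut at about 28% in these data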;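 note: 0% = plate median of test compound wells and 100% = 2 mM ZnCl2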
UBC9 SUMO inh: SUMOylation inhibition | HTRF SUMOylation assay, SAE1/SAE2 + UBC9, in vitro | AID 2006 | 290,000 compounds, 0.36% hits | inhibition, % at 35 µM | P63279; in the data active = inhibition above about 50%, passing the limit was not always enough; note: strong numbers were not always called active
Target sequence (P63279 whole entry, looked up): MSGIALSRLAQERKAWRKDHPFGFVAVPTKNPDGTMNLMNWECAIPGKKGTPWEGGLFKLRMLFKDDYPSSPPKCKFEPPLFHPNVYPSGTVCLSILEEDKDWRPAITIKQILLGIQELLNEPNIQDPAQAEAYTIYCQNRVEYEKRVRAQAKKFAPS
MEKK3 PB1 HTS: modulators (inhibitors or enhancers) of MEK5 binding to human MEKK3 PB1 domain; binding response (% of control), % at 10 µM; 290,000 compounds, 1.4% hits; bead-based flow cytometry, Alexa488-MEK5 binding to MEKK3; actives lie on both sides; 0 = blocked by unlabeled MEK5, 100 = vehicle; Q99759;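 active = binding response more than 3 SD above or below the average of its plate-row segment, actives on both sides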;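 note: Alexa488 bead fluorescence after subtracting the streptavidin-only scavenger bead signal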
Target sequence (Q99759 whole entry, looked up, the tested form may be a part): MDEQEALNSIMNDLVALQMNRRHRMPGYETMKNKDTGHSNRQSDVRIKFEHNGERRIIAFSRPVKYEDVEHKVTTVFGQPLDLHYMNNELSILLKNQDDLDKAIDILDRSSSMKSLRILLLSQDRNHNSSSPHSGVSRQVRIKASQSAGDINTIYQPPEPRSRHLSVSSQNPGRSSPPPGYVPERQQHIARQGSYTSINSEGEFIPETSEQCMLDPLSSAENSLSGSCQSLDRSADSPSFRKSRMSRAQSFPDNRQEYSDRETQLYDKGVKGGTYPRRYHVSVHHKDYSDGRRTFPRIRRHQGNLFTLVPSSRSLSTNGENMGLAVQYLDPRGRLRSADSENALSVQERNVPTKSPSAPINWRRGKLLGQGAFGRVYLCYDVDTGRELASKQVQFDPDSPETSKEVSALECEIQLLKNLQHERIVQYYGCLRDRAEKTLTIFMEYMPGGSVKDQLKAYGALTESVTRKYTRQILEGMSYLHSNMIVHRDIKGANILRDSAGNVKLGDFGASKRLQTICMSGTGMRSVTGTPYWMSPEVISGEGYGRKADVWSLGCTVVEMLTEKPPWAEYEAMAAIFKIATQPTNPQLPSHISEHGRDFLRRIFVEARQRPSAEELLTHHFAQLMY
MEKK2 WT-MEK5: raises or lowers MEK5 binding to wildtype human MEKK2 PB1 domain. 290,000 compounds, 1.1% hits. bead flow cytometry, Alexa488-MEK5 binding to MEKK2 WT; actives lie on both sides. Q9Y2U5. binding response (% of control), % at 10 µM. AID 1531; in the data active = binding response below about 67% or above about 130%
MEKK2mut PB1 HTS: signal of MEK5 binding to mutant human MEKK2 PB1 domain; bead flow cytometry, Alexa488-MEK5 binding to MEKK2 mutant; 290,000 compounds, 0.35% hits; percent response, % at 10 µM; AID 1530; in the data active = percent response above about 24%, passing the limit was not always enough; note: inactives centre near 1; some results filed as inactive read as strong as hits; reference of the scale not given here
pCIP destab: p/CIP protein destabilization | F442A p/CIP-EGFP cells, EGFP fluorescence, 16 h | 290,000 compounds, 0.01% hits | Q05BA5 | decrease of EGFP signal, % at 10 µM | AID 1984;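 active = EGFP signal decrease of at least 30% at 10 µM or well 3 SD below plate mean, unless failing retest; inactive = the rest, including hits failing retest or dose response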; note: some compounds called inactive have numbers as strong as hits; many of its hits are not listed in these tables
* marks the source's active call; other numbers are inactive results; · = not tested or not shown; [ ] = remark or other dose. An excerpt; rates above refer to the full screens.

SMILES	IDE cell inh	IDE cell activ	NALP1 inh	M18AAP inhibitor	UBC9 SUMO inh	MEKK3 PB1 HTS	MEKK2 WT-MEK5	MEKK2mut PB1 HTS	pCIP destab
C=COCCNC(=S)Nc1cccc(Cl)c1	-2	5	-2	4	9	102	105	1	-10
C/C(=C\c1ccccc1)CN1CCC(C(=O)N2CCC(C)CC2)CC1	2	-3	15	-8	18	99	95	7	-4
O=C(CCS(=O)(=O)c1ccccc1)Nc1ccc(N2CCOCC2)cc1	2	5	-8	-10	0	54	58	-13	-3
O=C(c1coc2ccccc2c1=O)N1CCN(c2cccc(C(F)(F)F)c2)CC1	2	-4	9	-14	-11	·	·	·	-5
O=C1C(=O)N(Cc2cccnc2)C(c2ccccn2)/C1=C(/O)c1ccc(Br)cc1 (stereo unspecified)	-5	12	3	2	-8	97	97	-1	2
CCc1ccccc1OCC(=O)OCC(=O)N1CC(=O)Nc2ccccc21	-2	3	1	-4	-10	102	98	-3	4
CCOc1ccccc1/C=N/NC(=O)c1nnn(-c2nonc2N)c1CN1CCCC1	3	7	13	-2	4	101	100	1	2
Cc1ccc(-n2nnnc2SCc2nnc(-c3ccccc3Br)o2)c(C)c1	0	-2	-7	1	6	102	94	3	-10
CSc1ccc(CN(C)C(=O)c2cccc(S(=O)(=O)NCc3ccccc3)c2)cc1	-2	-2	12	-1	-14	104	104	2	8
CC(C)N(C(=O)CSc1nnc(Cc2csc(Nc3ccccc3)n2)o1)C(C)C	5	10	21	-3	10	75*[inhibitor]	90	-2	-5
Cc1ccc(NC(=O)COC(=O)CCc2nc3ccccc3c(=O)[nH]2)c(Br)c1	4	-2	28	-9	11	104	99	-1	0
Cc1ccc(C(=O)NCCNc2ncc(C(F)(F)F)cc2Cl)cc1[N+](=O)[O-]	-10	2	14	0	-3	101	95	-2	-13
O=C(O)CCNC(=O)/C(=C/c1ccco1)NC(=O)c1ccco1	-5	3	20	8	10	106	102	0	4
S=C1NCCOCCNC(=S)NCCOCCOCCOCCN1	2	6	-22	-2	1	109	109	-1	3
Cc1cnc(C(=O)OCC(=O)N2c3ccccc3CC2C)cn1 (stereo unspecified)	-2	0	20	1	3	85	92	-8	8
CCc1nn(CC(=O)NCCCN(CC)CC)c(=O)c2cc3sc(C)cc3n12	-1	6	·	0	4	106	100	1	-1
Cc1cccc(NS(=O)(=O)c2ccc(OCC(=O)N3CCCC3)cc2)c1	-1	-3	12	1	1	96	96	-3	-9
CCOC(=O)CC(=O)CSc1ncnc2c1nnn2-c1ccccc1	3	5	5	6	1	92	88	-11	-12
Cc1ccsc1-c1nc(CN2CCCC2c2ccc(F)cc2)c(C)o1 (stereo unspecified)	-4	6	3	-11	7	103	105	-3	-5
CCn1nnnc1SCC(=O)NNC(=O)C1CCCCC1	-1	5	40	6	-1	100	91	-1	1
C=CCn1c2ccccc2c2nnc(SCC(=O)O)nc21	1	5	17	1	10	100	104	0	14
O=C(COC(=O)/C=C/c1ccccc1[N+](=O)[O-])Nc1ccc(OC(F)F)cc1	-2	4	27	-1	-3	102	102	-2	3
O=Cc1cnc(N2CCN(c3ccccc3)CC2)s1	6	6	39*	-1	17	101	105	5	-12
N#CCSc1nnc(CNc2ccc(F)cc2)o1	4	6	-21	6	34	106	101	3	-16
Cc1ccc(NC(=O)CCS(=O)(=O)c2ccc(Br)cc2)nc1	5	6	26	4	0	99	100	-2	-6

15 neighbouring entries out of the list so far:
SMILES	IDE cell inh	IDE cell activ	NALP1 inh	M18AAP inhibitor	UBC9 SUMO inh	MEKK3 PB1 HTS	MEKK2 WT-MEK5	MEKK2mut PB1 HTS	pCIP destab
CSc1ccc(CN(C)C(=O)c2cccc(S(=O)(=O)NCc3ccccc3)c2)cc1	-2	-2	12	-1	-14	104	104	2	8
CC(C)N(C(=O)CSc1nnc(Cc2csc(Nc3ccccc3)n2)o1)C(C)C	5	10	21	-3	10	75*[inhibitor]	90	-2	-5
Cc1ccc(NC(=O)COC(=O)CCc2nc3ccccc3c(=O)[nH]2)c(Br)c1	4	-2	28	-9	11	104	99	-1	0
Cc1ccc(C(=O)NCCNc2ncc(C(F)(F)F)cc2Cl)cc1[N+](=O)[O-]	-10	2	14	0	-3	101	95	-2	-13
O=C(O)CCNC(=O)/C(=C/c1ccco1)NC(=O)c1ccco1	-5	3	20	8	10	106	102	0	4
S=C1NCCOCCNC(=S)NCCOCCOCCOCCN1	2	6	-22	-2	1	109	109	-1	3
Cc1cnc(C(=O)OCC(=O)N2c3ccccc3CC2C)cn1 (stereo unspecified)	-2	0	20	1	3	85	92	-8	8
CCc1nn(CC(=O)NCCCN(CC)CC)c(=O)c2cc3sc(C)cc3n12	-1	6	·	0	4	106	100	1	-1
Cc1cccc(NS(=O)(=O)c2ccc(OCC(=O)N3CCCC3)cc2)c1	-1	-3	12	1	1	96	96	-3	-9
CCOC(=O)CC(=O)CSc1ncnc2c1nnn2-c1ccccc1	3	5	5	6	1	92	88	-11	-12
Cc1ccsc1-c1nc(CN2CCCC2c2ccc(F)cc2)c(C)o1 (stereo unspecified)	-4	6	3	-11	7	103	105	-3	-5
CCn1nnnc1SCC(=O)NNC(=O)C1CCCCC1	-1	5	40	6	-1	100	91	-1	1
C=CCn1c2ccccc2c2nnc(SCC(=O)O)nc21	1	5	17	1	10	100	104	0	14
O=C(COC(=O)/C=C/c1ccccc1[N+](=O)[O-])Nc1ccc(OC(F)F)cc1	-2	4	27	-1	-3	102	102	-2	3
O=Cc1cnc(N2CCN(c3ccccc3)CC2)s1	6	6	39*	-1	17	101	105	5	-12

Remaining list, next part:
SMILES	IDE cell inh	IDE cell activ	NALP1 inh	M18AAP inhibitor	UBC9 SUMO inh	MEKK3 PB1 HTS	MEKK2 WT-MEK5	MEKK2mut PB1 HTS	pCIP destab
CC1CC(C)CN(C(=O)Cc2c(C(=O)O)[nH]c3ccc(Cl)cc23)C1 (stereo unspecified)	-3	2	7	-2	-2	104	101	4	3
COc1cc(NC(=O)CN2c3ccccc3CC2C)cc(OC)c1OC (stereo unspecified)	0	5	28	-1	-2	·	·	·	5
C=CCSc1nnc(-c2ccccc2NC(=O)CC)c(=O)[nH]1	-4	6	0	3	10	106	111	12	-1
Cc1cc(N2CCCC2=O)cc(C)c1S(N)(=O)=O	1	-1	5	-5	1	104	103	1	14
O=S(=O)(c1cccc(C(F)(F)F)c1)N1CCC(c2cc(-c3cccc4ccccc34)n[nH]2)CC1	3	2	37*	0	-10	106	103	0	-2
Cc1cc(NNC(=O)c2cccc(C(F)(F)F)c2)nc2c1c(C)nn2C	6	1	-1	0	9	97	96	-1	-6
CCCCNC(=S)N(C)/N=C/c1ccccc1C(=O)O	2	-2	2	-4	12	107	96	2	-5
O=C(COc1ccc2c(c1)OCO2)Nc1nccs1	1	1	14	2	7	103	99	0	-9
Cn1nc(CC(=O)Nc2cccc3ncccc23)c2ccccc2c1=O	2	0	24	1	17	110	117	5	-15
O=C(c1n[nH]c(=O)c2ccccc12)N1CCN(c2ccccc2Cl)CC1	3	-1	18	11	11	112	117	6	4
Cc1ccc(C)c(N(C(=O)CNC(=O)c2ccco2)C(C(=O)NC2CCCC2)c2ccncc2)c1 (stereo unspecified)	2	-2	8	-3	19	101	100	1	-17
CNC(=O)C(=O)Nc1ccc(C)cc1C	1	3	15	4	23	99	99	-1	-6
Cc1ccc(C(=O)NCCc2nnc3ccc(SCC(=O)Nc4ccccc4F)nn23)cc1	-1	7	13	6	-3	101	101	3	-9
O=C(Nc1ccccc1Cl)/C(Cl)=C(\Cl)S(=O)c1ccccc1 (stereo unspecified)	2	-7	-3	-27	57*	101	98	-4	-14
COc1cc(SC)ccc1C(=O)Nc1ccccc1C#N	-2	4	-14	-5	18	102	95	1	-7
O=C(Cc1ccccc1)NCC(=O)OCc1ccccc1F	4	3	-2	-3	16	96	96	-7	-2
Cc1ccc(NC2=NCC(=O)N2c2ccc3c(c2)OCCO3)c(C)c1	1	5	30	8	-20	107	110	5	8
O=C(c1ccncc1)c1ccc(NS(=O)(=O)c2ccc(Br)s2)cc1	5	2	22	5	1	102	98	2	-2
Cc1ccc(C(=O)N2CCC(n3nccc3NC(=O)C3CCOC3)CC2)cc1 (stereo unspecified)	-1	10	6	-7	0	105	108	1	12
O=c1oc(/C=C/c2ccccc2)nc2ccccc12	·	-2	24	1	21	102	102	3	-22
Nc1nc(-c2ccc(Oc3ccccc3)cc2)c(CC(=O)O)s1	·	-2	2	2	0	104	105	2	-1
Cc1ccc(S(=O)(=O)NC(C(=O)OCC(=O)NC(=O)c2cccn2C)C(C)C)cc1 (stereo unspecified)	1	8	6	-2	3	83	83	-6	-13
Cc1cc(=O)[nH]c(SCC(=O)O)c1C#N	2	2	-18	5	33	99	103	-1	36
c1ccc(CSc2nnc(-c3ccco3)o2)cc1	3	0	-19	6	8	112	109	5	-3
O=C(COc1cccc2cccnc12)NNC(=S)Nc1ccccc1	4	·	-6	35*	-37	103	91	-11	11
The list goes on.
SMILES	IDE cell inh	IDE cell activ	NALP1 inh	M18AAP inhibitor	UBC9 SUMO inh	MEKK3 PB1 HTS	MEKK2 WT-MEK5	MEKK2mut PB1 HTS	pCIP destab
COC(=O)N/N=C\c1ccccc1OC/C=C/c1ccccc1	·	-2	-1	-2	-21	102	97	0	-4
COC(=O)CSc1nc(NC(C)(C)C)nc(N(C)C)n1	5	6	-3	2	21	120	116	1	0
COC(=O)c1ccc(N2CCOCC2)c(NC(=O)Nc2cccc(OC)c2)c1	-2	-5	32	7	10	112	112	13	-7
CCCCOc1ccccc1NC(=O)CC1SC(=NCC)N(CC)C1=O (stereo unspecified)	-3	-2	8	-99	-3	104	106	11	-18
Cc1cc(/C=C2\SC(=S)N(Cc3ccco3)C2=O)c(C)n1-c1cccnc1	·	-16	2	-2	-6	·	·	·	-69
O=C(CN1C(=O)CCS(=O)(=O)c2ccccc21)Nc1ccccc1F	-1	8	14	2	-3	100	99	1	6
CC12CC(NC(=O)N1CCc1ccccc1)c1cc(Cl)ccc1O2 (stereo unspecified)	2	-1	0	2	12	84	84	-18	-31
O=C(O)c1cccc(S(=O)(=O)Nc2ccccc2N2CCOCC2)c1	-4	-1	6	11	2	103	97	-4	3
Cc1ccc(-n2ncc3c(SCC(N)=O)ncnc32)cc1C	·	6	31	-5	1	102	104	2	-2
Cc1sc2nc(CN(C(=O)NCc3ccccc3)C3CCCC3)[nH]c(=O)c2c1C	0	2	·	-10	-3	112	101	1	-5
CC(Cn1cncn1)C(=O)N1CCN(S(=O)(=O)c2ccc(Cl)cc2)CC1 (stereo unspecified)	1	2	-21	0	-3	99	93	-5	5
O=C(NCCCN1CCOCC1)c1cc(-c2ccc(O)cc2)on1	0	2	29	-4	-5	106	105	9	-5

An excerpt from above in order of their number in UBC9 SUMO inh, rising:
SMILES	IDE cell inh	IDE cell activ	NALP1 inh	M18AAP inhibitor	UBC9 SUMO inh	MEKK3 PB1 HTS	MEKK2 WT-MEK5	MEKK2mut PB1 HTS	pCIP destab
CC(Cn1cncn1)C(=O)N1CCN(S(=O)(=O)c2ccc(Cl)cc2)CC1 (stereo unspecified)	1	2	-21	0	-3	99	93	-5	5
CCCCNC(=S)N(C)/N=C/c1ccccc1C(=O)O	2	-2	2	-4	12	107	96	2	-5
COC(=O)CSc1nc(NC(C)(C)C)nc(N(C)C)n1	5	6	-3	2	21	120	116	1	0
